From PubChem
L major viab – Leishmania major promastigote growth inhibition, primary screen; Leishmania major promastigotes, resazurin fluorescence viability; inhibition, % at 10 µM; 9% of 200,000 active;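 note: promastigotes grown with compound for 44 hours at 28 °C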
Diaphorase inh – diaphorase inhibitors and chemical oxidizers, primary screen, counter-screen for diaphorase-coupled primary assays, biochemical, uHTS, resorufin fluorescence; diaphorase resazurin-to-resorufin fluorescence, NADH, 16 min; bacterial (C. kluyveri) enzyme, not human; inhibition, % at 20 µM; 0.69% of 190,000 active; AID 1217, 2008;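 active = primary screen inhibition at 20 µM above a set limit, cut at about 50% in these data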;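 note: plate controls were DMSO with full reaction for no effect and wells lacking NADH for full effect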
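Test system: bacterial diaphorase enzyme (C. kluyveri); Quantity: 0.14 U/mL diaphorase, enzyme working solution; Times: reaction incubation of 16 min at room temperature; Measured by: fluorescence of resorufin formed from resazurin, Ex 544/Em 590 nm; Benchmarks: positive control minus NADH, DMSO neutral control.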
Diaph act CS – compounds boosting diaphorase resazurin reduction – biochemical, uHTS, resorufin fluorescence, counter-screen for diaphorase-coupled primary assays, primary screen. Diaphorase/resazurin coupled assay, 16 min; stronger effect = higher value; 1 = vehicle wells, 0 = NADH-free wells. 0.005% of 190,000 active. AID 1229, 2008. activation factor at 20 µM;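 active = diaphorase activity raised at least twofold by the compound at 20 µM; inactive = activation factor below 2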
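Measured by – red resorufin fluorescence at 544/590 nm excitation/emission · Test system – Clostridium kluyveri diaphorase, purified enzyme · Incubation – reaction time 16 min, room temperature · Buffer or medium – 50 mM HEPES pH 7.4 with 4.542 mM MgCl2, 0.005% Tween 20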
G6PDH CS – L. mesenteroides G6PDH inhibitors, counter-screen for G6PDH-coupled screening assays, biochemical, Leuconostoc mesenteroides enzyme; AID 1020, 2008; inhibition, % at 5 µM; Purified L. mesenteroides G6PDH, diaphorase/resazurin coupled fluorescence, 45 min; glucose-6-phosphate dehydrogenase [Leuconostoc mesenteroides]; 0.12% of 200,000 active
PMI act – activators of human PMI, primary screen, biochemical, fluorescence intensity, near-Km mannose 6-phosphate; activation factor at 20 µM; AID 1214, 2008; purified human PMI, coupled resazurin fluorescence, 20 min; stronger effect = higher value; 1 = vehicle control, 0 substrate-free wells; 0.005% of 190,000 active; Mannose-6-phosphate isomerase (Homo sapiens), P34949;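 active = activation factor of 2 or more at 20 µM, relative to plate controls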
RAM inhibit – inhibitors of the yeast RAM network, primary screen, dse1pr::URA3 reporter, 5-FOA selection; S. cerevisiae dse1pr::URA3 reporter, 5-FOA growth OD615, 2 d; analog-sensitive cbk1-as2 kinase mutant strain; inhibition, % at 50 µM; 1.8% of 190,000 active; AID 868, 2007;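 active = inhibition above a set limit, 3 SD over mean compound inhibition, cut at about 8.4% in these data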;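 note: 0% = DMSO-only wells with no growth and 100% = 10 µM 1-NA-PP1 full growth; inhibition rescues growth on 5-FOA so higher OD means more RAM inhibition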
PMI act hi M6P – human PMI activators, high substrate, primary screen, biochemical, fluorescence intensity, near-saturating mannose 6-phosphate. Mannose-6-phosphate isomerase (Homo sapiens), P34949. coupled PMI enzyme assay, resazurin fluorescence, 20 min; stronger effect = higher value; 1 = untreated enzyme, 0 = substrate-free blank. activation factor at 20 µM. 0.34% of 190,000 active;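 active = activation factor of 2 or more at 20 µM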
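Material: human phosphomannose isomerase with PGI, G6PDH, diaphorase coupling enzymes / Reagent: Man-6-P substrate 1.0 mM / Dosing: single compound dose of 20 µM, 1% DMSO final / Incubation: enzyme reaction with compound 20 min at room temperature / Signal: resorufin fluorescence (Ex 544/Em 590 nm) from resazurin via diaphorase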
TLR4-MyD88 BLA – inhibitors of TLR4-MyD88 association in cells, primary screen, cell-based, HeLa CL3-4, BLA complementation, FRET ratio. HeLa CL3-4 TLR4/MyD88 BLA complementation. inhibition, % at 8.4 µM. Toll-like receptor 4 (Homo sapiens) + Myeloid differentiation primary response protein …. 0.18% of 200,000 active; in the data active = inhibition above about 25%;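 note: 0% = vehicle and 100% = reference inhibitor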
Target sequence (O00206 whole entry, looked up): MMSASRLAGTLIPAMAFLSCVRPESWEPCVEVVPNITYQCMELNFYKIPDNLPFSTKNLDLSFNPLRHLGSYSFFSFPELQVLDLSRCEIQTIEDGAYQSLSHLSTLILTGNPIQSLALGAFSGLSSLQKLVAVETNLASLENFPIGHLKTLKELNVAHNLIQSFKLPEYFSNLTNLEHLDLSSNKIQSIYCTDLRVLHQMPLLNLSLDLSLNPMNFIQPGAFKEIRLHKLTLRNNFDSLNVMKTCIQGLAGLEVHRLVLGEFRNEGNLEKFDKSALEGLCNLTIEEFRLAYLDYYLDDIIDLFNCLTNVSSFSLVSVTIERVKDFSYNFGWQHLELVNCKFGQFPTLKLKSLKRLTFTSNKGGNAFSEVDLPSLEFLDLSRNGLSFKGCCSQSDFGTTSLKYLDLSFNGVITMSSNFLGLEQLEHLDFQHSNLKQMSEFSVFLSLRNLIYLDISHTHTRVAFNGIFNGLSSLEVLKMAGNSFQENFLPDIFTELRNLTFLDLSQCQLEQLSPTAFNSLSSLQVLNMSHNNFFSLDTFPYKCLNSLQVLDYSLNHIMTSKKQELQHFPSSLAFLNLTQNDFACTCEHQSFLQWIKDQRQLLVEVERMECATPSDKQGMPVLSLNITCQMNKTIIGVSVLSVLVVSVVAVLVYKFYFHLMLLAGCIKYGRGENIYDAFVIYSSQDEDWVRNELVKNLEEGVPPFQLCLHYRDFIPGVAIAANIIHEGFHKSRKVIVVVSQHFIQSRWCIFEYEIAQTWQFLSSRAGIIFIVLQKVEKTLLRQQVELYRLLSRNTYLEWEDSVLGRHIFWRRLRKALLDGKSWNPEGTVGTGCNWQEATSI
Target sequence (Q99836 whole entry, looked up): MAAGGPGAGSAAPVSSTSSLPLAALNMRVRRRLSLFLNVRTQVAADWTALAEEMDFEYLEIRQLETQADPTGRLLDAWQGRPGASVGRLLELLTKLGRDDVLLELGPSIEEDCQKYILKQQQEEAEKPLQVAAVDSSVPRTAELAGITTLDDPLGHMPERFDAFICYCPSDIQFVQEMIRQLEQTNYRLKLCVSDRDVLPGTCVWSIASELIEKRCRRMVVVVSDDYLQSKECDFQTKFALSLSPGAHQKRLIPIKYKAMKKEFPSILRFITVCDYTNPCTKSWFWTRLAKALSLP
DTT redox prof – compounds producing H2O2 with reducing agent – biochemical, NIH compound library profiling, artefact control for MLSCN library redox annotation, primary screen | DTT-dependent redox cycling H2O2, phenol red/HRP absorbance; 100% = 100 µM peroxide control, 0% = buffer | AID 878, 2007 | activation, % at 10 µM | 0.03% of 200,000 active;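 active = activation of at least 50% relative to the plate's high and low controls in the primary single-dose screen; inactive = activation below 50%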;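 note: compound incubated with DTT at 0.8 mM final as the reducing agent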
Hsp70 activator – Hsp70 transcriptional activators, primary screen, cell-based, HeLa, Hsp70 promoter luciferase, luminescence, 10 µM. HeLa Hsp70 promoter luciferase reporter; scaled: vehicle 0, proteasome-inhibitor control 100%. activation, % at 10 µM. 0.04% of 200,000 active;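 active = activation above the mean across all tested compounds plus 3 SD, cutoff set per campaign, cut at about 5.5% in these data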;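 note: 100% = MG132 at 30 µM as the positive control and 0% = DMSO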
S1P3 antagonist – S1P3 receptor antagonists, primary screen, cell-based. CHO S1P3 NFAT-BLA reporter, FRET fluorescence, antagonist mode. inhibition, % at 4.98 µM. 0.27% of 170,000 active. AID 485, 2006;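 active = inhibition above the plate cutoff, the mean inhibition of test wells on that plate plus 3 SD, cut at about 28% in these data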;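 note: cells challenged with S1P at its EC80 of 0.8 µM; blue over green emission ratio from cleaved BLA substrate after 4 h stimulation; 0% = S1P-stimulated wells and 100% = unstimulated DMSO-only wells; some compounds past the cut are filed as inactive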
Active calls of the source: *; x = not tested or not shown. Cut-off read from the data, not from the text of the source, unless noted: active = inhibition above about 50%; inactive = the rest.

SMILES | L major viab | Diaphorase inh | Diaph act CS | G6PDH CS | PMI act | RAM inhibit | PMI act hi M6P | TLR4-MyD88 BLA | DTT redox prof | Hsp70 activator | S1P3 antagonist
CC1CCN(C(=O)COC(=O)CCc2c[nH]c3ccccc23)CC1 | 3.1 | 1.4 | 1 | 1.5 | 1 | 1.8 | 1 | -3.7 | -0.8 | -0.3 | -3.9
CC1(C)CC(=O)C2=C(C1)OC(N)=C(C#N)C21CCN(C(=O)OCc2ccccc2)CC1 | 18.2 | 12.3 | 0.9 | -1.9 | 0.9 | 4.7 | 1 | -8.4 | 0.8 | -0.2 | -4.1
CCn1c2ccccc2c2cc(C3C(C#N)=C(C)NC(C)=C3C#N)ccc21 | 0.4 | 14.7 | 0.9 | 0.3 | 1 | 2.9 | 0.9 | 3.2 | 0.6 | 0.0 | -3.5
Cc1ccc(C23OC(=O)C(C)(C)C2OC(=O)C3(C)C)cc1 (stereo unspecified) | -3.2 | 13.9 | 0.9 | 7.2 | 0.9 | 0.7 | 0.9 | 0.1 | 1.6 | -0.1 | x
Cc1cc(S(=O)(=O)N2CCCC2)ccc1OCC(=O)NC1CCCC1 | 1.8 | 9.5 | 0.9 | 2.9 | 1 | -0.1 | 1 | 0.3 | 0.1 | -0.1 | 0.2
CS(=O)(=O)N(Cc1ccco1)CC(O)Cn1c2ccccc2c2ccccc21 (stereo unspecified) | 14.4 | 30.8 | 0.7 | -30.6 | 0.8 | 1.8 | 0.8 | 7.6 | 1.8 | -0.6 | 0.8
CCOc1ccccc1N1CCN(S(=O)(=O)c2cccc3nsnc23)CC1 | 4.3 | 12.5 | 0.9 | 4.5 | 0.9 | 2.5 | 0.9 | -0.7 | -0.2 | -0.5 | -11.4
Cc1nc2ccc(-n3ccc(=O)cc3)cc2s1 | 2.7 | 10.9 | 0.9 | 5.7 | 1 | 0.0 | 1 | 9.8 | -3.9 | -0.3 | x
Cc1ccc(S(=O)(=O)N(C)CCCC(=O)NCc2ccc3c(c2)OCO3)cc1 | 2.8 | 4.6 | 1 | 4.4 | 1 | -0.6 | 1.1 | 6.5 | 1.1 | -0.3 | -9.7
O=C(CCCN1C(=O)/C(=C/c2cccs2)SC1=S)Nc1cccnc1 | -3.6 | x | x | 5.9 | x | 1.8 | x | 9.6 | 0.3 | 0.0 | 15.5

Overlap with the part before: 3 entries, then new ones.
SMILES | L major viab | Diaphorase inh | Diaph act CS | G6PDH CS | PMI act | RAM inhibit | PMI act hi M6P | TLR4-MyD88 BLA | DTT redox prof | Hsp70 activator | S1P3 antagonist
Cc1nc2ccc(-n3ccc(=O)cc3)cc2s1 | 2.7 | 10.9 | 0.9 | 5.7 | 1 | 0.0 | 1 | 9.8 | -3.9 | -0.3 | x
Cc1ccc(S(=O)(=O)N(C)CCCC(=O)NCc2ccc3c(c2)OCO3)cc1 | 2.8 | 4.6 | 1 | 4.4 | 1 | -0.6 | 1.1 | 6.5 | 1.1 | -0.3 | -9.7
O=C(CCCN1C(=O)/C(=C/c2cccs2)SC1=S)Nc1cccnc1 | -3.6 | x | x | 5.9 | x | 1.8 | x | 9.6 | 0.3 | 0.0 | 15.5
CCOc1ccc(S(=O)(=O)NCCC(=O)OC(C)C(=O)N2CCc3ccccc32)cc1 (stereo unspecified) | 8.5 | 19.6 | 0.8 | 1.1 | 0.9 | 3.8 | 0.9 | 9.4 | 0.2 | -0.2 | -9.1
Cc1nc2ccccn2c1C(=O)NN=C1C2CC3CC(C2)CC1C3 | -8.4 | 8.1 | 0.9 | -5.3 | 1.1 | 1.4 | 1 | -2.2 | -0.1 | -0.5 | 7.0
O=C(NC1CC1)C1CCCN1C(=O)NC1CCCCC1 (stereo unspecified) | 3.0 | 5.1 | 0.9 | 2.6 | 1 | 0.6 | 0.9 | -9.3 | -0.4 | 0.6 | -16.2
Cc1ccc(S(=O)(=O)N2CCCOC2CNC(=O)C(=O)NCc2cccnc2)cc1 (stereo unspecified) | -6.2 | 11.7 | 0.9 | -7.2 | 0.9 | 1.7 | 1 | -6.5 | -0.2 | -0.3 | 18.6
CCn1c(NC(=O)Nc2ccccc2OC)nc2ccccc21 | 19.7 | 16.8 | 0.8 | 2.7 | 0.9 | 0.8 | 0.8 | 18.1 | -2.9 | -0.1 | x
Cc1cnc(C(=O)OCC(=O)N2c3ccccc3CC2C)cn1 (stereo unspecified) | -5.8 | 2.0 | 1 | 1.4 | 1.1 | -0.1 | 1 | -21.5 | -0.3 | -0.1 | 8.8
Cc1ncc([N+](=O)[O-])n1Cc1cccc2ccccc12 | 57.2* | 1.2 | 1 | 11.7 | 0.9 | 0.9 | 1 | -2.1 | 0.3 | 0.2 | 3.8
CCc1cccc(CC)c1N(COC)C(=O)Cn1nnc2ccccc21 | 2.4 | 34.4 | 0.7 | 8.6 | 1.1 | 0.1 | 1 | -5.8 | -0.2 | 0.1 | x
CCCCn1c(=O)[nH]c(=O)c2c1nc(-c1ccncc1)n2CCOC | 9.9 | 6.0 | 0.9 | -3.1 | 1 | 0.5 | 1.1 | -3.4 | 2.6 | -0.2 | -1.8
Cc1ccsc1/C=N/Nc1nc(=O)[nH]nc1C | 2.8 | 3.4 | 1 | -3.7 | 1.1 | -0.4 | 1 | -3.9 | -1.1 | -0.2 | -140.7
O=C(Nc1ccccc1)N1CCCC1 | 96.9* | 5.7 | 0.9 | -2.6 | 1 | 2.3 | 1.1 | 7.4 | -0.1 | -0.3 | x
CC(C)C(=O)Nc1ccc(C(=O)NNC(=O)CCc2ccccc2)cc1 | -2.6 | 1.2 | 1 | -8.7 | 0.9 | 1.8 | 1 | 0.7 | 0.3 | 0.1 | -0.5
O=C1C(Cl)=C(N2CCOCC2)C(=O)N1CCc1ccccc1 | -2.4 | 15.2 | 0.8 | -7.9 | 0.9 | -0.7 | 0.9 | -0.9 | 2.7 | 0.0 | 7.2
COc1ccc(/C=N/OCC(=O)NCC(C)C)c(OC)c1 | 3.9 | 4.5 | 1 | 5.9 | 1.1 | 0.5 | 1 | 6.8 | -0.1 | -0.3 | -8.2
Cc1ccccc1N1CCN(c2ncnc3c2cnn3Cc2ccc(Cl)cc2)CC1 | 13.6 | 8.8 | 0.9 | -36.8 | 0.9 | 5.6 | 1 | 4.3 | -2.5 | -0.6 | 8.3
CC(C)c1nc2n[nH]c(N)c2c2c1CCC2 | 7.7 | 18.5 | 0.8 | -1.0 | 0.9 | 1.9 | 0.9 | -22.6 | 0.1 | -0.3 | x
CCOC(=O)c1[nH]c2ccc(F)cc2c1NC(=O)C1=COCCO1 | 7.3 | 19.5 | 0.8 | 10.1 | 0.8 | 2.2 | 1 | -5.1 | 2.6 | 0.0 | 26.1
CSCc1cc(N2CCOCC2)nc(SCc2ccc(Cl)c(Cl)c2)n1 | 8.1 | 25.2 | 0.7 | 9.5 | 1.2 | 3.3 | 2* | -0.1 | 1.9 | -0.2 | x
Cc1ccccc1Cc1ccc(Cl)nn1 | -7.4 | 4.0 | 1 | 3.1 | 1.1 | 1.8 | 1.1 | 1.2 | -2.0 | -0.2 | 9.2
N#Cc1ccccc1S(=O)(=O)c1ccccc1C(=O)Nc1ccccc1 | 0.9 | -14.5 | 1.1 | 2.2 | 1.1 | 1.2 | 1 | 5.5 | 0.1 | 0.0 | -5.9
O=C(COc1ccc(S(=O)(=O)NC2CCCCC2)cc1Cl)Nc1ccc2c(c1)OCO2 | 8.3 | 23.6 | 0.8 | -1.8 | 0.9 | 1.6 | 0.9 | -1.8 | 0.3 | -0.2 | x
Cc1cc(=O)oc2cc(OC(C)C(=O)O)c(Cl)cc12 (stereo unspecified) | -2.3 | -7.1 | 1.1 | -6.5 | 1.1 | 0.9 | 1.1 | 0.9 | -0.6 | -0.3 | -15.0
Cc1cc(C(=O)C(C)Sc2cccc[n+]2[O-])c(C)n1-c1ccc(Cl)cc1 (stereo unspecified) | 96.6* | 14.6 | 0.9 | -7.0 | 1 | -1.0 | 1 | -2.2 | 0.6 | -0.1 | -15.1
CC(=O)Nc1ccc(NC(=O)CSc2nnc3c4ccccc4n(C)c3n2)cc1 | -1.1 | 25.6 | 0.7 | -3.8 | 1.1 | 8.5* | 1.1 | -9.1 | -0.3 | -0.3 | -8.3
Cc1c(-c2ccco2)[n+](=O)c2c(n1[O-])CCC2 | 1.2 | 0.1 | 1 | 7.3 | 1 | 0.8 | 1 | 20.1 | 2.4 | 0.5 | -14.2
COc1ccc(Cl)cc1C(=O)NNC(=S)NC1CCCC1 | 17.1 | -8.0 | 1.1 | -1.1 | 1.1 | 0.0 | 1.1 | 1.2 | -0.1 | -0.4 | -21.1
CC(=O)c1cccc(N(C(=O)Cn2nnc3ccccc32)C(C(=O)NCC2CCCO2)c2ccc(N3CCOCC3)cc2)c1 (stereo unspecified) | 0.1 | -2.4 | 1 | 11.4 | 1 | 11.0* | 1.1 | 2.9 | -0.3 | -0.3 | -12.8
O=C(Cc1c(O)c2ccccc2[nH]c1=O)NCc1ccccc1 | -9.0 | 3.5 | 1 | 4.3 | 1.1 | 1.5 | 1.1 | -4.7 | -3.7 | -0.2 | x
CCOC(=O)C1(C)NC(c2ccc(OC)cc2OC)C2C(=O)N(CC)C(=O)C21 (stereo unspecified) | -4.7 | 4.7 | 1 | 5.6 | 1 | 2.5 | 1.1 | -8.3 | 0.1 | 0.1 | -10.3
Cc1ccsc1/C=N/n1c(-c2ccco2)n[nH]c1=S | -1.0 | 18.5 | 0.8 | 0.7 | 1 | 3.4 | 1 | 1.4 | 2.0 | -0.2 | x
